# ANO1 activ – TMEM16A chloride channel activators or potentiators, primary screen, cell-based, HTS; HEK293 TMEM16A/YFP-H148Q/I152L, iodide quench fluorescence; hits give low values; B-score at 10 µM; 340,000 compounds, 0.3% hits; AID 623877, 2012;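 active = fluorescence-ratio B-score plate-corrected deviation score at least 3 library SD below zero, with starting fluorescence score within 5 deviations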;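 note: channel opened by trigger with iodide after compound preincubation; score built on the fluorescence ratio of max minus min over baseline; more negative score means more quench and so TMEM16A activation or potentiation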
# TRPC6 activator – mouse TRPC6 channel activators, primary screen, cell-based, HEK293, membrane potential dye. Short transient receptor potential channel 6 (Mus musculus), Q61143. HEK293-TRPC6 membrane potential dye fluorescence; hits give high values. B-score at 10 µM. 310,000 compounds, 0.13% hits;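 active = B-score of the integrated fluorescence ratio above library mean plus 3 SD, and starting fluorescence ratio within library mean plus 5 SD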;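 note: higher score means more depolarization so channel activation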
# TRPC6 inhibitor – mouse TRPC6 channel inhibitors, primary screen, cell-based, HEK293, membrane potential dye; Short transient receptor potential channel 6 (Mus musculus), Q61143; ACh-evoked depolarization; hits give low values; B-score at 10 µM; 310,000 compounds, 1.1% hits; AID 2553, 2010;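 active = B-score under library mean minus 3 SD, initial fluorescence not abnormally high, positive integrated signal ratio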;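 note: B-score derived from integrated fluorescence ratio over the kinetic read; more negative B-score means stronger inhibition of depolarization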
# TRPC4 block – inhibitors of mouse TRPC4 channel, primary screen, Fluo4 calcium, HEK293 TRPC4beta/mu-opioid cells | DAMGO-evoked Fluo4 calcium flux; hits give low values | B-score at 10 µM | 300,000 compounds, 0.39% hits | AID 2247, 2010;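 active = B-score over 3 SD under the library average, no early fluorescence shift, positive overall ratio signal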
# Target sequence (Q9QUQ5 whole entry, looked up): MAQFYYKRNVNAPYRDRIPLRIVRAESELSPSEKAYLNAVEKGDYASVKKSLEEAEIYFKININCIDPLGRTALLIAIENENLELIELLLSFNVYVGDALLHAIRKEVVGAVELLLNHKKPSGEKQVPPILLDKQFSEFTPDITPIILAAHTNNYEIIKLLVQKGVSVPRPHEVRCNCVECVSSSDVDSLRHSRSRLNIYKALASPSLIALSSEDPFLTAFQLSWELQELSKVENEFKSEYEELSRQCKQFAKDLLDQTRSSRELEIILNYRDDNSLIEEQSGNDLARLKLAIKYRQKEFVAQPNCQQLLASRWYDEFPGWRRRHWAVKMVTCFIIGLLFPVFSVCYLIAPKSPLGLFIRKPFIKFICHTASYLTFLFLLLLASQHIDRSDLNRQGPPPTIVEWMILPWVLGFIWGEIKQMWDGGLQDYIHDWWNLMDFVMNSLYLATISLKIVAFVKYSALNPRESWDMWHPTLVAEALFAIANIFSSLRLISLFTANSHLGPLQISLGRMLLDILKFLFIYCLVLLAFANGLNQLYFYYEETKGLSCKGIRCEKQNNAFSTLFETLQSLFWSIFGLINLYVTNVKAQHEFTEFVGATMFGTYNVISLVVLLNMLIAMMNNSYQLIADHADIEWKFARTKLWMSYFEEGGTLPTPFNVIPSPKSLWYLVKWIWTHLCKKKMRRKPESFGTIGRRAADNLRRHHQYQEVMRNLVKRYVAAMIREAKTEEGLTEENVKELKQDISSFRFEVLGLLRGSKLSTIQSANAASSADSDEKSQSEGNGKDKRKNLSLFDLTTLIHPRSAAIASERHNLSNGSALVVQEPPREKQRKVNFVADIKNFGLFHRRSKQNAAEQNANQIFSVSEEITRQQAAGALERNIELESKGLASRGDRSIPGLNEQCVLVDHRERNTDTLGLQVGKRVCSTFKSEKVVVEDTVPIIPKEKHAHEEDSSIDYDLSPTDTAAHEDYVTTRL
#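 Signal: kinetic Fluo4 fluorescence imaging of calcium influx. Material: stable TRPC4beta/mu-opioid receptor HEK293 cells. Probe or stimulus: DAMGO in two steps, submaximal then maximal.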
# RGS4 inh – RGS4 inhibitors, primary screen, cell-based, HEK293 M3R inducible RGS4, calcium flux; Fluo-4 calcium flux; hits give high values; triggered by carbachol at its EC20; B-score at 10 µM; 310,000 compounds, 0.45% hits; AID 463165, 2010;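 active = B-score, a plate-corrected calcium signal, over three deviations above library mean, with baseline fluorescence within five deviations of library mean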;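 note: RGS4 expression induced by doxycycline in cells with stable M3 receptor; B-score is computed from the integrated fluorescence ratio over baseline after carbachol; higher B-score means a larger calcium signal and so more RGS4 inhibition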
# TRPC4 potent – positive allosteric modulators of TRPC4, primary screen, cell-based, mouse TRPC4beta, HEK293 mu-opioid, Fluo-4 calcium. Short transient receptor potential channel 4 (Mus musculus), Q9QUQ5. DAMGO EC20, Fluo-4 Ca2+ flux; hits give high values. B-score at 10 µM. 310,000 compounds, 0.42% hits. AID 2227, 2009;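 active = B-score of calcium response area above 5 SD of library B-scores, with initial fluorescence ratio within 5 SD of library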;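 note: B-score of integrated fluorescence ratio over time as area under calcium response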
# MrgX1 antagonist – antagonists of human MrgX1 receptor, primary screen, HEK293 cells, Fluo-4 calcium flux; B-score at 10 µM; AID 588676, 2011; Mas-related G-protein coupled receptor member X1 (Homo sapiens), Q96LB2; BAM8-22 antagonism; hits give low values; 310,000 compounds, 1.3% hits;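 active = calcium-response B-score plate-corrected more than 3 library SD below zero, starting fluorescence within 5 deviations, no agonist response on first addition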;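 note: peak minus trough fluorescence over baseline after final BAM8-22 challenge near maximal dose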
# TRPC4 act – activators of mouse TRPC4 channel, primary screen, Fluo4 calcium, HEK293 TRPC4beta/mu-opioid cells | AID 2237, 2010 | Fluo4 calcium fluorescence; hits give high values | B-score at 10 µM | 310,000 compounds, 0.49% hits | Short transient receptor potential channel 4 (Mus musculus), Q9QUQ5;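 active = B-score above 5 SD of library B-scores, and initial fluorescence ratio not above library mean plus 5 SD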;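 note: positive B-score marks a calcium rise read as TRPC4 activation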
#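 Technique: kinetic Fluo4 calcium fluorescence; Test system: TRPC4beta and mu-opioid receptor HEK293 stable cells; Measure: B-scored integrated calcium fluorescence ratio; Benchmarks: low control buffer alone, high control maximal DAMGO; Schedule: 45 min room-temperature Fluo4 loading, 110 s read.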
# TMEM16A inh – TMEM16A chloride channel inhibitors, primary screen, cell-based, HTS. HEK293 TMEM16A/YFP iodide influx fluorescence, ionomycin. Anoctamin-1 (Mus musculus), Q8BHY3. normalized B-score (activity score, 25-100; higher = stronger inhibition) at 10 µM. AID 588511, 2011. 310,000 compounds, 1.2% hits;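 active = ratio plate-corrected score three or more library SD toward inhibition, starting fluorescence score within five deviations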;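 note: score derived from kinetic fluorescence span divided by baseline fluorescence per well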
# MrgX1 PAM – positive allosteric modulators of MrgX1, primary screen, HEK293 cells, Fluo-4 calcium flux | B-score at 10 µM | AID 588675, 2011 | Mas-related G-protein coupled receptor member X1 (Homo sapiens), Q96LB2 | FDSS; hits give high values | 310,000 compounds, 0.63% hits;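 active = plate-corrected calcium response at least 3 library SD above typical, normal starting fluorescence, not activating the receptor alone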;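 note: compound read alongside a low EC10 to EC30 dose of BAM8-22 agonist; peak minus trough fluorescence over baseline measured at the second addition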
# MrgX1 ag – agonists of human MrgX1 receptor, primary screen, HEK293 cells, Fluo-4 calcium flux; Fluo-4 calcium fluorescence, agonist mode; hits give high values; B-score at 10 µM; 310,000 compounds, 0.44% hits;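 active = calcium response B-score plate-corrected fluorescence ratio at least 3 library SD, with starting fluorescence B-score inside 5 SD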
#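 System: HEK293 cells stably expressing human MrgX1 receptor; Dosing: test compound in the initial addition of three; Schedule: overnight plating, then 30 min 37 °C plus 30 min room-temperature dye loading; Detection: kinetic calcium dye fluorescence, Fluo-4 NW; Controls: per-plate positive and negative controls for Z′ factor.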
# Starred values were filed as active, the others as inactive; i = inactive; . = no result given. Compounds as they come, and some 5.8% of all compounds hit somewhere here.
SMILES,ANO1 activ,TRPC6 activator,TRPC6 inhibitor,TRPC4 block,RGS4 inh,TRPC4 potent,MrgX1 antagonist,TRPC4 act,TMEM16A inh,MrgX1 PAM,MrgX1 ag
O=C(CN(Cc1ccccc1)C(=O)CNS(=O)(=O)c1ccccc1)NCC1CCCO1 (stereo not given),i,i,i,i,i,i,i,i,i,i,i
CCOc1cccc2sc(N(CCN(CC)CC)C(=O)c3cccc([N+](=O)[O-])c3)nc12,i,i,-5*,i,i,i,i,i,i,i,i
COc1ccc(N2CCN(C3CCN(S(=O)(=O)c4ccc(F)cc4)CC3)CC2)cc1,i,i,i,i,i,i,i,i,i,i,i
CCN(CC)c1ccc(/C=C/c2cccc[n+]2C)c(OC)c1,i,i,i,i,i,i,i,i,i,i,i
O=CC1=C(c2ccccc2)Oc2ccccc2O1,i,i,i,i,10*,i,i,i,i,i,i
CC(=O)NC(CCS(C)(=O)=O)C(=O)Nc1ccc(F)cc1Cl (stereo not given),i,i,i,i,i,i,i,i,i,i,i
COc1ccc(C(=O)/C=C/c2ccc(OC3CSC3)cc2)cc1,i,i,i,i,i,i,i,i,i,i,i
CCOC(=O)N1CCC(NC(=O)C2CCCN(S(=O)(=O)c3cccc4nsnc34)C2)CC1 (stereo not given),i,i,i,i,i,i,i,i,i,i,i
Cc1cc(C(F)(F)F)n2ncc(-c3cccc(Br)c3)c2n1,i,i,i,i,i,i,i,i,i,i,i
O=[N+]([O-])c1ccc2c(c1)C(N1CCOCC1)/C(=C/COc1ccc(Cl)cc1Cl)O2 (stereo not given),i,i,i,i,i,i,i,i,i,i,i
COc1ccc(/C=C2\OC(=S)N(C)C2=O)cc1,i,i,i,i,i,i,i,i,i,i,i
CCCCCC(=O)N1CCCC(c2nc(-c3ccc(OC)cc3)no2)C1 (stereo not given),i,i,i,i,i,i,i,i,i,i,i
Cc1cc(OCC(=O)N[C@@H](Cc2ccccc2)c2nc3ccccc3[nH]2)ccc1Cl,i,i,i,i,i,i,i,i,i,i,i
O=C(Nc1ccc(Cl)c([N+](=O)[O-])c1)c1ccc(NCCCN2CCOCC2)c([N+](=O)[O-])c1,i,i,i,i,i,i,i,i,i,i,i
O=C(Oc1ccc(F)c(F)c1)c1ccc2c(=O)n3c(nc2c1)CCC3,i,i,-5.1*,i,i,i,i,i,i,i,i
CCN(C(=O)COC(=O)/C=C/c1c(C)nn(Cc2ccc(C)cc2)c1C)C1CCS(=O)(=O)C1 (stereo not given),i,i,i,i,i,i,i,i,i,i,i
CSc1ccc(CNCC2CCCO2)cc1 (stereo not given),i,i,i,i,i,i,i,i,i,i,i
Cc1ccccc1N=Nc1ccc(O)c2ncccc12,i,i,i,i,i,i,i,i,i,i,i
CC(C(=O)Nc1cc(Cl)cc(Cl)c1)N1CCCC1 (stereo not given),.,i,i,i,i,i,i,i,i,i,i
CCCCNC(=O)c1onc(CSc2ccncc2)c1C(=O)NCCCC,i,i,i,i,i,i,i,i,i,i,i

# Full records, quoted from the list. Screens in order: ANO1 activ	TRPC6 activator	TRPC6 inhibitor	TRPC4 block	RGS4 inh	TRPC4 potent	MrgX1 antagonist	TRPC4 act	TMEM16A inh	MrgX1 PAM	MrgX1 ag
# CCCCNC(=O)c1onc(CSc2ccncc2)c1C(=O)NCCCC as listed: i	i	i	i	i	i	i	i	i	i	i
# CCN(C(=O)COC(=O)/C=C/c1c(C)nn(Cc2ccc(C)cc2)c1C)C1CCS(=O)(=O)C1 (stereo not given) as listed: i	i	i	i	i	i	i	i	i	i	i

# (list continues)
SMILES,ANO1 activ,TRPC6 activator,TRPC6 inhibitor,TRPC4 block,RGS4 inh,TRPC4 potent,MrgX1 antagonist,TRPC4 act,TMEM16A inh,MrgX1 PAM,MrgX1 ag
Cc1cc(=O)[nH]c(SCC(=O)N2CCc3ccccc3C2)n1,i,i,i,.,i,i,i,i,i,i,i
CCN(CC)CCN1C(=O)C(=O)/C(=C(/O)c2ccc(S(=O)(=O)N3CCOCC3)cc2)C1c1ccccc1 (stereo not given),i,i,i,i,i,i,i,i,i,i,i
c1ccc(-c2onc3c2CCCC3)cc1,i,i,i,i,i,i,i,i,i,i,i
O=C1NC(c2ccccc2O)Nc2ccccc21 (stereo not given),i,i,i,i,i,i,i,i,i,i,i
O=C(Nc1nnc(C2=COCCO2)o1)c1cccc(Br)c1,i,i,i,i,i,i,i,i,i,i,i
COc1ccc(NC(=S)Nc2ccc(OCc3ccccc3)cc2)c(OC)c1,i,i,i,i,i,i,i,i,i,i,i
O=C1c2ccccc2C(=O)N1CCCCN(C(=O)c1ccc([N+](=O)[O-])cc1)c1ccc(Cl)cc1,i,i,i,i,i,i,i,i,i,i,i
CN(c1ccccc1)S(=O)(=O)c1cccc(Cl)c1Cl,i,i,i,i,i,i,i,i,i,i,i
CCOc1ccccc1CN1CCC(Oc2cccc(C(=O)NCCOC)c2)CC1,i,i,i,i,i,i,i,i,i,i,i
COC(=O)c1ccc(OCC2NCCc3cc(OC)c(OC)cc32)cc1 (stereo not given),i,i,i,i,i,i,i,i,i,i,i
Cc1cc(OCC(F)(F)C(F)(F)C(F)(F)C(F)F)nc(N)n1,i,i,i,i,i,i,i,i,i,i,i
Cc1ccc(S(=O)(=O)N2CCC(C(=O)C3C(=O)CCCC3=O)CC2)cc1,i,i,i,i,i,i,i,i,i,i,i
C/C(CC(=O)Nc1ccccn1)=N\NC(=O)c1ccccc1O,i,i,i,i,i,i,i,i,i,i,i
O=C(Nc1cc(S(=O)(=O)N2CCOCC2)ccc1N1CCCC1)c1cnccn1,i,i,i,i,i,i,i,i,i,i,i
CCCc1c(C)nc2ccccc2c1SCCC#N,i,i,i,i,i,i,i,i,i,i,i
Cc1cc(=O)c2cc(Cl)ccc2[nH]1,i,i,i,i,i,i,i,i,i,i,i
CCn1c(O)c(/C=N/NC(=O)c2ccncc2)c(=O)n(CC)c1=S,i,i,i,i,i,i,.,i,.,.,.
COc1ccc(-c2nc(Cn3c(SCc4ccc(F)cc4)nc4ccncc43)c(C)o2)cc1OC,i,i,i,i,i,i,i,i,i,i,i
CC(=O)NCCCc1c[nH]c2ccc(Cl)cc12,i,i,i,i,i,i,i,i,i,i,i
O=C(Nc1ccccc1[N+](=O)[O-])c1nc[nH]c1C(=O)NCCO,i,i,i,i,i,i,i,i,i,i,i
COc1ccc(C2SCC(C(=O)NCc3ccc(F)cc3)N2C(C)=O)cc1 (stereo not given),i,i,i,i,i,i,i,i,i,i,i
CN(C)CCN(C(=O)c1ccc(S(=O)(=O)N(C)c2ccccc2)cc1)c1nc2cc3c(cc2s1)OCCO3,i,i,i,i,i,i,i,i,i,i,i
CC1=Nc2ccccc2N=C(NC(=O)CN2CCN(c3ccc(F)cc3)CC2)C1c1ccccc1 (stereo not given),i,i,i,i,i,i,i,i,i,i,i
Cc1ccccc1Cn1cccc1/C=C1/C(=N)N2C=CSC2=NC1=O,i,i,i,i,i,i,i,i,i,i,i
O=C1CCc2cc(S(=O)(=O)N3CCN(Cc4ccc5c(c4)OCO5)CC3)ccc2N1,i,i,i,i,i,i,i,i,i,i,i
COC(=O)Cn1c(CN2CCN(c3ccc(F)cc3)CC2)nc2c1c(=O)n(C)c(=O)n2C,i,i,i,i,i,i,i,i,i,i,i
COc1ccc(C(C(=O)NC(C)(C)C)N(Cc2ccco2)C(=O)CCC(=O)Nc2cc(C)on2)cc1 (stereo not given),i,i,i,i,i,i,i,i,i,i,i
COc1ccc(OC)c(-c2csc(NC(=O)Cc3ccccc3OC)n2)c1,i,i,i,i,i,i,i,i,i,i,i
CCOC(=O)c1c(NC(=O)CSc2ncn[nH]2)sc(C)c1C,i,i,i,i,i,i,i,i,i,i,i
C=CCNC(=S)N/N=C/c1cn(-c2ccccc2)nc1-c1ccc(OC)cc1,i,i,i,i,i,i,i,i,i,i,i
CC1CN(C(=O)c2ccc(Oc3ccccc3)cc2)CC(C)O1 (stereo not given),i,i,i,i,i,i,i,i,i,i,i
O=c1c2c(ncn2C2CCCC2)n(Cc2ccccc2)c(=O)n1CCOc1ccccc1,i,i,i,i,i,i,i,i,i,i,i
O=C(Nc1cccc(Br)c1)/C(=C\c1cccnc1)NC(=O)c1ccco1,i,i,i,i,i,i,i,i,i,i,i
CNC(=O)Nc1ccc2nc(C)oc2c1,i,i,i,i,i,i,i,i,i,i,i
CCN(Cc1ccccc1)C(=O)Cc1ccc(OC)c(S(=O)(=O)N2CCOCC2)c1,i,i,i,i,i,i,i,i,i,i,i
O=c1c2c(n3nnnc3n1-c1ccccc1)-c1ccccc1CC21CCCC1,i,i,i,i,i,i,i,i,i,i,i
Cc1ccc(S(=O)(=O)Nc2ccc(S(=O)(=O)Nc3cc(C)nc(C)n3)cc2)cc1,i,i,i,i,i,i,i,i,i,i,i
O=C(CCc1nnc2n(Cc3ccc(Cl)cc3)c(=O)c3ccccc3n12)NCCN1CCCC1,i,i,i,i,i,i,i,i,i,i,i
O=C(COC(=O)c1cccc(S(=O)(=O)Nc2ccc(F)cc2)c1)NCCN1C(=O)CSC1=O,i,i,i,i,i,i,i,i,i,i,i
CC/C(=N\NC(=O)c1cccnc1)c1ccc2c(c1)OCCO2,i,i,i,i,i,i,i,i,i,i,i
COc1ccc(-n2nc(C(=O)NCC(=O)NCCCN3CCC(C)CC3)c3ccccc3c2=O)cc1Cl,i,i,i,i,i,i,i,i,i,i,i
CCN(CC)C(=O)CSc1nnc(SCc2ccc(Cl)cc2)s1,i,i,i,i,i,i,i,i,i,i,i
COc1cc(C(=O)Nn2cnnc2)ccc1OC(F)F,i,i,i,i,i,i,i,i,i,i,i
